POLH inh: inhibitors of human DNA polymerase eta. Potency, µM (highest dose often 114 µM), for inactives: at the top dose activity change, negative = inhibition, most hits filed as inhibitors. Q9Y253. 390,000 compounds, 1.2% hits. recombinant Pol eta, fluorescent DNA replication assay. AID 588591; note: potency is the fitted concentration of half-maximal effect; % is set by controls: 0 for no effect and ±100 for the full control effect
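Pol eta (10 nM) was preincubated with compounds for 15 min at room temperature, after which fluorescent replication substrate (50 nM final) was added to start the reaction. Fluorescence was read kinetically at 0 and 10 min.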
BAZ2B inh: inhibitors of human BAZ2B bromodomain | Q9UIF8 | AlphaScreen BAZ2B-H3K14Ac peptide displacement | Potency, µM (series often up to 114 µM), for inactives: at the top dose activity change, negative = inhibition, most hits filed as inhibitors | 360,000 compounds, 4.4% hits; note: potency is the fitted concentration of half-maximal effect; % is set by controls: 0 for no effect and ±100 for the full control effect; nearly all actives have a fitted effect of over 60% in size
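Compounds, titrated to a top concentration of 110 uM, were incubated 30 min at room temperature with preformed BAZ2B/acetyl-K14 H3 peptide complex (50 nM each). Proximity signal was measured by AlphaScreen after 20 min with beads.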
GLS inh: inhibitors of human glutaminase (GLS); 410,000 compounds, 0.21% hits; Potency, µM (series often up to 45.5 µM), inactives show at the top dose activity change, negative = inhibition, actives largely listed as inhibitors; GLS enzymatic activity, qHTS titration; note: potency is the fitted concentration of half-maximal effect; % is set by controls: 0 for no effect and ±100 for the full control effect
Target sequence (O94925 whole entry, looked up): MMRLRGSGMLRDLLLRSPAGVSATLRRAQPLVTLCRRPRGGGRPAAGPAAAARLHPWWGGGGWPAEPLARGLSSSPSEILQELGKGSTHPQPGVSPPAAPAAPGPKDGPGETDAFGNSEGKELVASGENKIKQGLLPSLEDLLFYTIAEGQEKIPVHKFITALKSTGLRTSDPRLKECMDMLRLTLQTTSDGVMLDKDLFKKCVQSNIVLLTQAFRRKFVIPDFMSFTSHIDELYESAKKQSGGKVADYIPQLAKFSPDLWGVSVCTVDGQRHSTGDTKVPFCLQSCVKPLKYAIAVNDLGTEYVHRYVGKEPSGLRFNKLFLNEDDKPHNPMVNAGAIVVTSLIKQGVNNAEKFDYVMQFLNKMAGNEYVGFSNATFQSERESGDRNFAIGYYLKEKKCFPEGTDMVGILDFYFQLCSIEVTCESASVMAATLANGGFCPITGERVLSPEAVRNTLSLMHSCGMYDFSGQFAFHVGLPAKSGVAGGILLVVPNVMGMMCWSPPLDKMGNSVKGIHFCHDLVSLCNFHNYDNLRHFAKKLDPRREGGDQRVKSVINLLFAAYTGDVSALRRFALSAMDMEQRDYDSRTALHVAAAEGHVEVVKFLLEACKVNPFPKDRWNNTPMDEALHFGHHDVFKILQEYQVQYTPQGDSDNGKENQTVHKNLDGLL
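Human kidney-isoform GLS in 45 mM KH2PO4 pH 8.2, 0.02% Tween-20, with compound, started with 1mM L-Glutamine (added stock). Glutamate oxidase/HRP/Amplex red coupled fluorescence read at start and after 30 min at RT.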
PI4K2A inh: inhibitors of human PI4K2A; Q9BTU6; purified PI4K2A, ADP-Glo luminescence, 1 h; stronger effect = lower value; activity change, negative = inhibition, % at 76.9 µM; 420,000 compounds, 0.13% hits; AID 1346378; in the data active = activity change below about -50%; inconclusive = mostly about -30% to -49%;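 note: -100% = wells without enzyme as full effect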
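ADP-Glo luminescence measured ADP generated by PI4K2A enzyme (4 ug/mL before mixing) with 1.2 mM PI substrate (pre-mix) and 300 microM ATP (pre-mix). Tris pH7.5 buffer with MgCl2, Triton X-100; 1 h reaction at ambient temperature.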
G9a block: blocks human histone lysine methyltransferase G9a. 350,000 compounds, 8.8% hits. Potency, µM (top dose mostly 102 µM), without a hit: top-dose activity, negative = inhibition, actives largely listed as inhibitors. Q96KQ7. AID 504332. G9a H3K9 monomethylation, AlphaScreen, 2 h; note: potency is the fitted concentration of half-maximal effect; % is set by controls: 0 for no effect and ±100 for the full control effect; nearly all actives have a fitted effect of over 75% in size
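Signal arises when biotinylated H3K9 peptide, once monomethylated, bridges streptavidin donor and antibody-captured acceptor beads. Enzyme at 20 nM was preincubated 15 min with test compounds; peptide 500 nM and SAM 20 uM then reacted for 2 h.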
PGK inhibitor: blocks T. brucei phosphoglycerate kinase | P07378 | PGK/GAPDH coupled, Kinase-Glo luminescence, 60 min | Potency, µM (doses to about 57.5 µM), inactives show at the highest dose activity change, negative = inhibition, hits mostly inhibitors | 380,000 compounds, 0.043% hits | AID 602233; note: potency is the fitted concentration of half-maximal effect; % is set by controls: 0 for no effect and ±100 for the full control effect; nearly all actives have a fitted effect of over 60% in size
Target sequence (P07378 whole entry, looked up): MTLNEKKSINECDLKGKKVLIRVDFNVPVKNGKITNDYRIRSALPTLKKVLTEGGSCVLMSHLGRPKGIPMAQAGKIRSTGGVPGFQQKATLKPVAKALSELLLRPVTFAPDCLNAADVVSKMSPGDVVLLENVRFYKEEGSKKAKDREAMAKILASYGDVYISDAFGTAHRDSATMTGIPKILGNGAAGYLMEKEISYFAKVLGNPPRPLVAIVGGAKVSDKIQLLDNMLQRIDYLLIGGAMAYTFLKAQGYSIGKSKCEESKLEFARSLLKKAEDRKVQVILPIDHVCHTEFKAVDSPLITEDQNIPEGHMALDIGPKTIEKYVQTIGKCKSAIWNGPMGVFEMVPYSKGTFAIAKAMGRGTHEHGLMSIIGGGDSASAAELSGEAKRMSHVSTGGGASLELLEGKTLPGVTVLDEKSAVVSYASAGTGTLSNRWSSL
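Luminescent ATP detection (Kinase-Glo Plus) follows a 60-minute room-temperature incubation, with wells lacking PGK as controls. Buffer: 100 mM TEA (pH 7.6), 5 mM MgCl2, 0.01% Tween-20. Coupling enzyme GAPDH (100 nM final) supplies unstable 1,3-BPG in-well.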
JMJD2A Tudor: JMJD2A Tudor domain (human) inhibition; O75164; AlphaScreen JMJD2A-Tudor / H3K4me3 peptide binding; Potency, µM (series often up to 114 µM), inactives show at the highest dose activity change, negative = inhibition, most hits filed as inhibitors; 390,000 compounds, 4.4% hits; AID 504339; note: potency is the fitted concentration of half-maximal effect; % is set by controls: 0 for no effect and ±100 for the full control effect; nearly all actives have a fitted effect of over 50% in size
HP1b binding inh: blocks HP1-beta chromodomain binding to methylated histone tails | AlphaScreen HP1-beta / biotin-H3K9me3 peptide binding | Potency, µM (titrated, usually from 114 µM), for the others: at the highest dose activity change, negative = inhibition, hits mostly inhibitors | 390,000 compounds, 0.56% hits; note: potency is the fitted concentration of half-maximal effect; nearly all actives have a fitted effect of over 70% in size; inactives centre near 23
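HP1-beta protein (50 nM final) preincubated 30 min at room temperature with biotinylated H3(1-18)K9me3 peptide (50 nM) in PBS pH 7.4, 0.01% Tween-20, then compound added for 30 min. AlphaScreen streptavidin donor/nickel chelate acceptor beads (10 ug/mL final), 30 min dark, luminescence read.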
Pin1 inhibitor: blocks the human prolyl isomerase Pin1. Q13526. Pin1 FP peptide displacement, HiFluor488, 10 min. Potency, µM (top dose mostly 115 µM), inactives show at the highest dose activity, negative = inhibition, actives largely listed as inhibitors. 390,000 compounds, 0.009% hits; active = well fitted inhibition curve with a large enough effect in the polarisation, with a control signal flat, not every such curve was filed as active; inconclusive = small, poorly fitted or top-dose-only effect, or effect the other way, or a change in a side signal; inactive = no such curve, though single readings can be large or run the other way; the % refers to the polarisation; note: potency is the fitted concentration of half-maximal effect; % is set by controls: 0 for no effect and ±100 for the full control effect
* hit, by the source's call; i = inactive; ? = inconclusive; . = no result given; [ ] = another dose, or the depositor's remark. Unless noted, calls come from the whole dose curve; as a rule, active = well fitted curve in the direction sought with a large enough effect; inconclusive = small, poorly fitted or top-dose-only effect, or another doubt; inactive = no such curve, though single readings can be large; an effect the other way counts as inactive or inconclusive.

POLH inh	BAZ2B inh	GLS inh	PI4K2A inh	G9a block	PGK inhibitor	SMILES	JMJD2A Tudor	HP1b binding inh	Pin1 inhibitor
-2%	0%	6%	3	29%[12.7 µM]	-8%	CC(=O)NC(O)C(=O)c1ccco1 (stereo not given)	-11%	10%	?
-4%	.	1%	0	.	-4%	CC1CN(S(=O)(=O)c2ccc(C(=O)NC3CCCCC3)cc2)CC(C)O1 (stereo not given)	-5%	44%[activator]	2%
-7%	-15%	-18%	3	15%	-7%	O=C(O)C1CCN(S(=O)(=O)c2cccc3nonc23)CC1	14%	31%	1%
-6%	0%	-2%	-2	3%	-2%	CC(C)CNC(=S)NC1CC2CCCC(C1)N2C1CCCCC1 (stereo not given)	-13%	41%[activator]	-8%
-7%	-6%	-3%	-2	-16%[59 µM]	3%	COc1ccc(-n2c(=S)[nH]c3c(oc4ccccc43)c2=O)cc1	-20%	33%	2%
-2%	.	0%	1	.	i	CCOC(=O)[C@@H]1[C@H]2COc3cc(OC)ccc3[C@H]2N2C(=O)N(c3ccccc3)C(=O)[C@]12C	-22%	23%	5%
-3%	-10%	0%	1	-40%[59 µM]	i	Cc1cc(C)c(C)c(Oc2ncnc(N)c2[N+](=O)[O-])c1	-13%	13%	12%
-1%	41%[activator]	-1%	-6	6%[12.7 µM]	-5%	CCCC(=O)N(c1ccc(OC)cc1)C1C=CS(=O)(=O)C1 (stereo not given)	-12%	8%	-23%
-14%	.	-5%	1	.	-9%	CCN(CC)C(=O)C1=C(C)N(Cc2ccccc2)C(=O)C(CC(=O)NCCCN(C)C)C1 (stereo not given)	.	.	.
-21%	.	8%	-4	.	4%	CC(C)CCNC(=O)c1onc(CSc2ccccn2)c1C(=O)NCCC(C)C	35µM*	44%	?
-14%	-8%	-9%	4	0%[59 µM]	12%	O=C(Cn1c(=O)nc(-c2ccccc2)c2ccccc21)NCc1ccccc1Cl	-28%	19%	-3%
-1%	-7%	0%	3	5%[59 µM]	9%	CC(C)[C@H](Nc1ccc(S(=O)(=O)N2CCOCC2)cc1[N+](=O)[O-])C(=O)OCC(N)=O	-19%	-5%	-1%
-11%	9%	7%	-2	?	.	CCCC(=NCc1ccccc1)C1=C(O)C(C(=O)OC)C(C)(C)CC1=O (stereo not given)	-5%	33%	0%
-6%	6%	0%	-5	19%	0%	CC1CCCC(NC(=O)CCNS(=O)(=O)c2ccc(Br)cc2)C1C (stereo not given)	-11%	24%	7%
-12%	-28%[57.1 µM]	2%	3	?	3%	CCCNC(=O)c1ccc(N2CCC3(CC2)CC(c2ccc(Cl)cc2)=NO3)c([N+](=O)[O-])c1	-34%	-1%	3%
7%	-2%	8%	-6	-40%	-1%	Cc1c(N(C)C(=O)c2ccco2)c(=O)n(-c2ccccc2)n1C	?	?	0%
-6%	.	0%	-1	.	-6%	CCCCN1C(=O)C(CC(=O)NC2CCCC2)CC(C(=O)N2CCOCC2)=C1C (stereo not given)	.	.	.
-13%	1%	-16%	0	-2%	-1%	Cc1cn2c(=O)c(C(=O)N3CCN(c4ccccc4F)CC3)cnc2s1	-7%	40%[activator]	5%
-19%	3%	28%	-1	-41%[59 µM]	-4%	COc1ccc(NC(=O)N(C(C)C)C2CCN(C(C)=O)CC2)c(OC)c1	-9%	39%	-9%
-19%	-21%	7%	-6	-13%	4%	O=C(CSc1nncc(=O)[nH]1)Nc1cccc([N+](=O)[O-])c1	-13%	51%[activator]	-11%
-4%	.	-2%	5	.	-2%	COc1ccc(CC(=O)Cc2ccc(OC)c(OC)c2)cc1OC	.	.	.
-3%	-3%	1%	-6	-3%[59 µM]	2%	O=C(COC(=O)CCS(=O)(=O)c1ccc(Cl)cc1)NCCc1ccc(Cl)cc1Cl	0%	12%	2%
-17%	4%	10%	-5	6%	-11%	CNc1c([N+](=O)[O-])ncn1C	-3%	13%	0%
-19%	-14%	3%	3	24%[12.7 µM]	-7%	Fc1cc(NC(=S)NCc2ccc(CNC(=S)Nc3ccc(Cl)c(F)c3)cc2)ccc1Cl	-7%	41%[activator]	12%

Entries from the list above that have an aryl thioether with sulfur outside any ring (2):
POLH inh	BAZ2B inh	GLS inh	PI4K2A inh	G9a block	PGK inhibitor	SMILES	JMJD2A Tudor	HP1b binding inh	Pin1 inhibitor
-21%	.	8%	-4	.	4%	CC(C)CCNC(=O)c1onc(CSc2ccccn2)c1C(=O)NCCC(C)C	35µM*	44%	?
-19%	-21%	7%	-6	-13%	4%	O=C(CSc1nncc(=O)[nH]1)Nc1cccc([N+](=O)[O-])c1	-13%	51%[activator]	-11%

Additional entries.
POLH inh	BAZ2B inh	GLS inh	PI4K2A inh	G9a block	PGK inhibitor	SMILES	JMJD2A Tudor	HP1b binding inh	Pin1 inhibitor
1%	0%	1%	13	-18%[59 µM]	3%	COCCNC(=O)CN(C(=O)Cn1nnc2ccccc21)c1ccccc1	3%	23%	5%
3%	2%	43%[activator]	-1	8%[59 µM]	6%	CCN1C(=O)C2C(c3ccc(O)c(OC)c3)NC(C)(C(=O)OC)C2C1=O (stereo not given)	0%	42%[activator]	-13%
1%	2%	-1%	-3	-1%	4%	CCCOc1ncnc2c1[nH]c1ccc(C)cc12	-14%	49%[activator]	-13%
0%	-13%	0%	3	-31%	-2%	CC1CN(c2ccc(C(=O)c3ccccc3C(=O)O)cc2[N+](=O)[O-])CC(C)O1 (stereo not given)	18%	23%	1%
-3%	-2%	-4%	1	-2%[59 µM]	7%	CSc1nc(-c2ccc(F)cc2)nc2c1Cc1c(CO)cnc(C)c1O2	-15%	2%	-2%
6%	?	14%	3	-16%[59 µM]	-4%[11.5 µM]	COc1ccc(OCCn2cc(/C(N)=N/O)c3ccccc32)cc1	-28%	-8%	-2%
2%	.	5%	-1	.	4%	O=C(CN1C(=O)C(=O)N(C2CCCC2)C1=O)Nc1ccccc1OC(F)F	-6%	22%	1%
-3%	-9%	3%	2	-2%	-8%	CCCn1nnnc1-c1ccc(Cl)cc1	10%	26%	-7%
-3%	6%	7%	0	1%[59 µM]	8%	COc1ccc(F)cc1C(=O)COC(=O)c1n[nH]c(=O)c2ccccc12	-12%	45%[activator]	12%
-13%	15%	-17%	-3	45µM*	-4%	COC(=O)/C(=N/Nc1ccccc1Cl)Sc1nnc(C(O)c2ccccc2)n1-c1ccccc1 (stereo not given)	-18%	30%	-7%
?	5%	5%	0	11%[59 µM]	0%	COC(=O)c1cc(NC(=S)NCc2ccc(Cl)cc2)cc(C(=O)OC)c1	9%	-2%	13%
-20%	-1%	0%	-2	3%[12.7 µM]	-5%	NS(=O)(=O)c1ccc(NC(=O)COC(=O)c2cccc(S(=O)(=O)N3CCCC3)c2)cc1	-12%	14%	-1%
-20%	-15%	-1%	9	5%	0%	Cc1ccc(S(=O)(=O)NCCC(=O)OCC(=O)Nc2ccccc2Cl)cc1	1%	47%[activator]	0%
-16%	-1%	-5%	0	-16%[59 µM]	6%	O=C(Nn1c(O)c(C=C2N=c3ccccc3=N2)sc1=S)c1ccc(Cl)cc1	-29%	9%	?
-17%	-11%	0%	4	15%	-11%	S=C(NCCc1ccncc1)Nc1cccc2ccccc12	-15%	1%	0%
15%	4%	1%	2	.	3%	Cc1cc(C)c2c(N)c(C(=O)Nc3ccccc3Br)sc2n1	3%	48%[activator]	2%
0%	0%	-1%	9	-42%[59 µM]	0%	C[C@@H](CO)NC(=O)c1ccc2c3n(nc2c1)-c1ccc(Cl)cc1CO3	-6%	39%[activator]	-3%
-3%	-12%	1%	4	-6%	1%	CC(C)(CNS(C)(=O)=O)SCc1ccc(Cl)cc1	1%	-1%	1%
-26%	-2%	-10%	4	-3%[59 µM]	-4%	CC1CCc2c(C(=O)OCC(=O)Nc3cccc(S(=O)(=O)N4CCCCCC4)c3)csc2C1 (stereo not given)	-9%	35%	9%
-7%	2%	-1%	1	23%	7%	COc1cc2c(c(OC)c1OC)CC(=O)N(C)CC2	-4%	18%	4%
-11%	-6%	2%	-2	1%[59 µM]	5%	O=C(C1=C[C@H](C2CC2)C[C@H](OCc2ccc(CO)cc2)O1)N1CCOCC1	-4%	30%	7%
?	-24%	7%	-2	14%[12.7 µM]	3%	CCN1C(=O)C(CC(=O)Nc2ccc(Br)cc2)N(CCCc2ccccc2)C1=S (stereo not given)	6%	73%[activator]	-1%
-6%	1%	9%	2	20%[2.33 µM]	-4%	COc1ccccc1NC(=O)Nc1nc(CC(=O)Nc2ccc(OC)c(OC)c2)cs1	-8%	14%	1%
8%	-4%	0%	0	8%[12.7 µM]	-6%	Cc1nnc(N(C)C(=O)c2cccnc2)s1	6%	25%	1%
-10%	45µM*	0%	-1	.	-7%	COc1cc(/C=C(\C#N)c2nc3ccccc3o2)ccc1O	?	-9%	?
2%	-10%	-2%	0	15%	-13%	COc1ccc(C)cc1NC(=O)CCNS(=O)(=O)c1ccc2c(c1)CCC(=O)N2	2%	36%[activator]	4%
-6%	-14%	-1%	2	8%	-6%	COc1ccc(C(CC(=O)c2ccccc2)CC(=O)c2ccccc2)cc1OC	-21%	-11%	4%
1%	-7%	4%	-2	?	-9%	CCOc1ccccc1CNC(=O)c1ccc2nc(N3CCOCC3)sc2c1	-21%	9%	-2%
-15%	?	4%	-9	15%[12.7 µM]	0%	CC(C(=O)NCc1ccco1)n1cc(C(=O)c2ccco2)c2ccccc21 (stereo not given)	-20%	12%	3%
-12%	?	.	5	8%	-5%	Cc1ccc(Nc2ncccc2C(=O)NCc2cccs2)c(C)c1	-21%	13%	1%

An excerpt. The share of hits here may be higher or lower than overall.
